# Bioassay records as filed in PubChem.
# KDM5B inhibitor = Primary screen for KDM5B Histone Demethylases FDH-coupled qHTS; actives 2.6% (n = 220,000); KDM5B demethylase, FDH-coupled NADH fluorescence (FDH is formaldehyde dehydrogenase); Potency, µM (top dose mostly 57.7 µM), for the others: at the top dose activity change, negative = inhibition, actives largely listed as inhibitors; AID 1347165, 2019; Lysine-specific demethylase 5B (Homo sapiens), Q9UGL1; active = well fitted inhibition curve with a large enough effect; inconclusive = small, poorly fitted or top-dose-only effect; inactive = no such curve, though single readings can be large or run the other way; note: 0% is about no effect; nearly all actives have a fitted effect of over 70% in size
# Target sequence (Q9UGL1 whole entry, looked up): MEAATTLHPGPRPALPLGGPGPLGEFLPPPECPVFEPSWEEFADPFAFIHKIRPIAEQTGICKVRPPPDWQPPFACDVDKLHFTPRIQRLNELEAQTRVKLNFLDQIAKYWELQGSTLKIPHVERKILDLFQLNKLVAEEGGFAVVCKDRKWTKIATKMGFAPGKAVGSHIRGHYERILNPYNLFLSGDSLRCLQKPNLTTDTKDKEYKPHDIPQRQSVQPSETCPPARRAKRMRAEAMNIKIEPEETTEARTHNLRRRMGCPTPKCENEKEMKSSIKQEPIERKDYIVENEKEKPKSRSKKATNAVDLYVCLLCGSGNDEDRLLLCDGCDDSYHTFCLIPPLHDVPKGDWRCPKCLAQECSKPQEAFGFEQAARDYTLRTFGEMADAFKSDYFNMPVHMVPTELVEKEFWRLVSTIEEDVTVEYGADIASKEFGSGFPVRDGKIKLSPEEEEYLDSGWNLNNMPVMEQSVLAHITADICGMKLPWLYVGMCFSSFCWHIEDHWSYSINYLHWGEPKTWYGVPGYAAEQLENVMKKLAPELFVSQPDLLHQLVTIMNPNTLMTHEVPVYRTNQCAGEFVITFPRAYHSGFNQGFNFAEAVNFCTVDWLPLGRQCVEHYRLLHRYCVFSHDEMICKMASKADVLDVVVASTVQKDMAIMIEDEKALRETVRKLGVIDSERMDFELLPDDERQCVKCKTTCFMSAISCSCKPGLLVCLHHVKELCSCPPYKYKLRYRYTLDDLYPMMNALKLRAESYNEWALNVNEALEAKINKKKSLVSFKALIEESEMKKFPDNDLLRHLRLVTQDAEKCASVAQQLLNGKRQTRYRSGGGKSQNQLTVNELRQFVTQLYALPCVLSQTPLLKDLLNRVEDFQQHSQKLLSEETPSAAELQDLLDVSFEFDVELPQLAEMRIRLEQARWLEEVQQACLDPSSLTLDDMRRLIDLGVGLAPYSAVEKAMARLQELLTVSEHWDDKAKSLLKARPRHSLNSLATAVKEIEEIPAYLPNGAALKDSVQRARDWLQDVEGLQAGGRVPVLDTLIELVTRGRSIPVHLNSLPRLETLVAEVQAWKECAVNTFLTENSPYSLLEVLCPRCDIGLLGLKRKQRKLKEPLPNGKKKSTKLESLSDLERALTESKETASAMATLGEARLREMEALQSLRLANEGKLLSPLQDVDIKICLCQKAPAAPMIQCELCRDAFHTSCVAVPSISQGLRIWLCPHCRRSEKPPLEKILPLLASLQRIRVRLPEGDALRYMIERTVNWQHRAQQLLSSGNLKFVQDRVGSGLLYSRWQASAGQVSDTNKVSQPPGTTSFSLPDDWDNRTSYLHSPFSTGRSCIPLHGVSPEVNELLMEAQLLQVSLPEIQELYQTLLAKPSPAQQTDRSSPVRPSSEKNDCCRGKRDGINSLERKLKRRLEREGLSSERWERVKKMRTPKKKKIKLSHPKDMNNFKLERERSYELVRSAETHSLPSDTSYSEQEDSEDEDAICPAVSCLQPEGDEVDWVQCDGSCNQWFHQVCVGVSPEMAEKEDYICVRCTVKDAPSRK
#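 qHTS format, multiple compound concentrations. Buffer 50 mM HEPES pH 7.5/0.01% Tween-20; 200 nM KDM5BΔAP final; 10 min compound preincubation; substrate-mix levels 12.5 µM peptide, 25 µM α-KG, 0.25 mM NAD⁺; 30 min RT; ΔRFU.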
# Starred values were filed as active, the others as inactive; ? = inconclusive; [ ] = another dose, or the depositor's remark. Potency is the fitted concentration of half-maximal effect. The list is partial (hit frequency here may not be typical).
molecule	KDM5B inhibitor
COCc1ccc2c(c1)c(OC(C)(C)C(=O)NCCc1cnc[nH]1)nn2Cc1ccccc1	?
CN(C)C(CNC(=O)c1cc2ccccc2oc1=O)c1ccc(C(C)(C)C)cc1 (centres undefined)	-11.8%
CC(=O)c1ccc(NC(=O)C2CC(=O)Nc3nc4ccccc4n32)cc1 (centres undefined)	9.7%
COC(=O)c1c(Cc2cc(Cl)ccc2Cl)c[nH]c1C	12.6%
COc1cccc(C(N)=O)c1OCc1ccc(SC)cc1	17.4%
COc1ccc(C2=NOC3(CCCN([S+](=O)([O-])c4ccccc4)C3)C2)cc1 (centres undefined)	7.1%[115 µM]
COc1ccc(C2Cn3cnc(-c4nc(-c5ccsc5)no4)c3CO2)cc1 (centres undefined)	?
COc1ccc(C2(C(=O)N3CCCOCCNC(=O)[C@@H]4CCC[C@@H]43)CC2)cc1	6.8%
COc1cc(NC(=O)Cn2c(=O)cc(C)c3c(C)nn(-c4ccc(C)cc4)c32)cc(OC)c1	-11.7%
CCCCc1cc(=O)oc2cc(OCC(=O)NCc3ccncc3)ccc12	-2.5%
O=C1c2ccccc2C(=O)c2[nH]cnc21	15.1%
O=C(CSc1nnc(-c2ccncc2)n1-c1ccc(Cl)cc1)Nc1ccc2cn[nH]c2c1	7.7%
Cc1cc(CNC(=O)[C@@H]2CCC[C@@H](NC(=O)C3CCOCC3)CN(C)C(=O)C2)no1	-9.1%[86.2 µM]
COc1ccc(-c2cn3nc(N4CCCC(C(=O)Nc5cc(C)cc(C)c5)C4)sc3n2)cc1 (centres undefined)	-23.4%
CCCCN(Cc1cc2cc(OC)ccc2[nH]c1=O)C(=O)c1ccccn1	317.8%[activator]
Cc1c(Cl)cccc1-n1nc(C)c2c(C(=O)NCc3ccccc3)cc(C3CC3)nc21	?
FC(F)(F)c1ccccc1N/N=C/c1ccc(Br)cc1	3.3%
CC1CN(C(=O)Nc2ccc(C(=O)NCc3cccc(F)c3)cc2)c2ccccc2S1 (centres undefined)	2.2%
CC1=C[C@@H](CNC(=O)[C@@H]2CCCC[C@@H]2C(=O)O)[C@H](C(C)C)C[C@H]1Cc1nc2c(C)cccc2[nH]1	-25.1%
CN(C)S(=O)(=O)c1cccc(NC(=O)c2ccc(NS(=O)(=O)c3ccc(F)c(F)c3)cc2)c1	9.5%
COc1ccc(C(=O)NCCc2noc(-c3ccccc3)n2)cc1F	19.9%
CC1c2cc3c(cc2CCN1S(=O)(=O)c1ccc(Cl)c(C(F)(F)F)c1)OCCCO3 (centres undefined)	-16.4%
CCCn1c(=O)[nH]c(=O)c2c1nc(-c1ccc(OC)c(C)c1)n2CCOC	?
Cc1ccccc1CN(C)CCS(=O)(=O)c1cc(Cl)ccc1Cl	6.4%
Cc1ccccc1NC(=O)C1CCN(c2nc3ccccc3o2)CC1	-0.3%

# Two entries from above, reformatted.
KDM5B inhibitor | mol
6.8% | COc1ccc(C2(C(=O)N3CCCOCCNC(=O)[C@@H]4CCC[C@@H]43)CC2)cc1
-11.7% | COc1cc(NC(=O)Cn2c(=O)cc(C)c3c(C)nn(-c4ccc(C)cc4)c32)cc(OC)c1

# (next part)
molecule	KDM5B inhibitor
COc1ccc(CN2CC3(CCN(S(=O)(=O)c4cc(F)ccc4F)CC3)C2=O)cc1	7.1%
Cc1cc(C(=O)Nc2c(C)nc3ccccn3c2=O)ccc1[N+](=O)[O-]	-25.9%
NC1CC(c2cc(N3CCN(c4nnc(C(F)(F)F)s4)CC3)ncn2)C1 (centres undefined)	-9.5%
O=c1c2c(CO)c(-c3ccc(F)cc3)nn2ccn1Cc1cccc(C(F)(F)F)c1	-15.4%
COc1ccc(CN2CCNC(=O)C2CC(=O)N(C)Cc2cccnc2)c(F)c1 (centres undefined)	-1.8%
C[C@@H](NC(=O)c1ccc2c(c1)OCO2)c1onc(-c2cccnc2)c1C(=O)O	?
C=CCOc1ccc(C(=O)Nc2ccccc2C(C)C)cc1	12.3%
Cc1ccc(CNC(=O)N2CCn3nnc(CCC(=O)NC4CC4)c3C2)cc1	-9.9%
CC(C)OCCCn1c(=O)c2ccccc2n2c(-c3ccccc3)nnc12	?
Cc1cc(NC(=O)C2CCN(C(=O)c3ncn4c3COC(c3ccc(F)cc3)C4)CC2)ccc1F (centres undefined)	-15.4%
CCCCn1c(=O)[nH]c(=O)c2c1nc(CCc1ccccc1)c(=O)n2CCCC	?
COCCOc1cc(-c2noc([C@@H]3CCCN3CC3CC3)n2)ccn1	-34.2%[86.2 µM]
CCCC1CN(C(=O)OC(C)(C)C)C(C)CN1 (centres undefined)	20.5%[230 µM]
Cc1ccccc1-c1nnn(Cc2cc(=O)n3ccsc3n2)n1	-7.0%
Cc1ccc(Cl)cc1NC(=O)C1CCCN(S(=O)(=O)c2c(C)noc2/C=C/N(C)C)C1 (centres undefined)	?
CN(C)CC(=O)Nc1ccc2n(c1=O)C[C@H]1C[C@@H]2CN(C(=O)c2ccc3ccccc3c2)C1	-2.2%
COc1ccc(NC(=O)N2CCC(N(C)S(C)(=O)=O)CC2)cc1	-8.0%
S=C1NC2(CCCC2)Nc2ccccc21	-2.3%
CSCCC(NC(=O)Cc1ccc2c(c1)CCCC2)c1nc2ccccc2[nH]1 (centres undefined)	2.9%
C=C(C)Cn1c(SCC(N)=O)nc2c1c(=O)n(C)c(=O)n2C	-7.9%
CCOc1ccc(Nc2cc(C)nc3ccc(Cl)cc23)cc1	?
COc1ccc2nc(C)c(C(=O)N(C)CC34CC5CC(CC(C5)C3)C4)cc2c1	1.0%
CCCCn1nc(C(=O)Nc2cccc(C(=O)NC3CC3)c2)c2ccccc2c1=O	3.4%
CC1CCN(Cc2ccccc2OCC(O)CN2CCSCC2)CC1 (centres undefined)	27.5%
O=C1NCCCc2[nH]c(-c3ccccc3-n3cccn3)nc21	?

# The results go on:
molecule	KDM5B inhibitor
CN(C)CCCNc1oc(-c2ccco2)nc1S(=O)(=O)c1ccc2c(c1)OCCO2	-1.6%
NC(=O)c1ccc(Sc2ccc(Cl)cc2)nc1	15.1%
Oc1c(C(c2ccccc2)N2CCC3(CC2)OCCO3)sc2nc(-c3ccco3)nn12 (centres undefined)	-17.4%
Cc1cc2n(n1)CCCN2C(=O)Nc1ccccc1F	-21.9%
O=C(c1c[nH]c(=O)c2ccccc12)N1C[C@H](CO)C[C@H](CN2CCCC2)C1	?
CC(C)(C)c1ccc(C(=O)N/C(N)=N/c2nc3ccccc3o2)cc1	15.3%
Cc1ccc(NC(=O)CN2C(=O)c3cccnc3Sc3ccccc32)cc1C	?
Cc1cccc(NC(=O)C2(c3cccc(Br)c3)CC2)n1	3.7%
CCCCS(=O)CCC(=O)O (centres undefined)	-17.3%
O=C(c1cnc2c(O)cccn2c1=O)N1CCC2(CC1)OCCCC2O (centres undefined)	31.6µM*
Cc1cc2c(cc1S(=O)(=O)CCC(=O)N1CCCC(C)C1)OCC(=O)N2 (centres undefined)	0.9%
COc1cccc(/C=C/C(=O)Oc2ccc(C#N)cc2OC)c1	-21.1%
COc1ccc(C2CC2(C#N)C(=O)Nc2ccc(Cl)cc2Cl)cc1 (centres undefined)	-10.6%
CCC(C)NC(=O)CN1C(=O)COc2ccc(S(=O)(=O)N3CCOCC3)cc21 (centres undefined)	-17.9%
COc1ccccc1C(=O)N1CCC2(CCC(=O)N(Cc3ccccc3)CC2)CC1	24.3%
CC(=O)N[C@H]1C[C@@H](c2cnc3ccccc3c2)O[C@@H](C2CCCCC2)C1	7.7%
Cn1c(=O)c2c(nc(SCC(=O)O)n2Cc2ccc(F)cc2Cl)n(C)c1=O	4.5%
CC1(c2ccccc2)CCCN(C(=O)c2cnc(-c3cccnc3)nc2)C1 (centres undefined)	-21.8%
Cc1ccccc1S(=O)(=O)Cc1ccc(C(=O)N2CCN(c3cccc(Cl)c3)CC2)o1	?
O=C(CC1N=C2c3ccccc3N=C(SCC(=O)Nc3ccc(F)cc3)N2C1=O)NCc1ccco1 (centres undefined)	-17.0%
O=C(Nc1ccc(Cl)cc1)c1ccc2c(c1)CCC2	15.5%
c1ccc(C2CNC2)nc1	?
O=C(COc1ccc(F)cc1)N1CCCC(Cc2noc(-c3ccccc3)n2)C1 (centres undefined)	17.9%
Cc1nc(CCN(C)c2nc(C3CCCC3)nc3c2cnn3C)no1	19.9%
O=C(Nc1ccccc1)N1CCCC(c2nc(CCOCC3CCCC3)no2)C1 (centres undefined)	-11.7%

# An excerpt from above in order of their number in KDM5B inhibitor, largest number first:
SMILES	KDM5B inhibitor
Cc1cc2c(cc1S(=O)(=O)CCC(=O)N1CCCC(C)C1)OCC(=O)N2 (centres undefined)	0.9%
Oc1c(C(c2ccccc2)N2CCC3(CC2)OCCO3)sc2nc(-c3ccco3)nn12 (centres undefined)	-17.4%
Cc1cc(C(=O)Nc2c(C)nc3ccccn3c2=O)ccc1[N+](=O)[O-]	-25.9%

# Carrying on.
molecule	KDM5B inhibitor
O=C(O)CCC(=O)N[C@H]1CCN2C(=O)c3cc(-c4ccc(Cl)cc4)ccc3NC(=O)[C@H]12	31.6µM*
CCOC(=O)C1CCCN(S(=O)(=O)c2cc(-c3nc(-c4ccc(Cl)cc4)no3)sc2C)C1 (centres undefined)	-5.4%
COc1ccc(CN2CCC3(C2)C(=O)Nc2ccccc23)cc1 (centres undefined)	19.0%[149 µM]
CCSc1ncc(CN(CCOC)Cc2ccccc2F)cn1	?
CN(C)Cc1cn([C@H]2CO[C@H]3[C@@H]2OC[C@H]3OC(=O)Nc2cccc(C(F)(F)F)c2)nn1	-16.5%[86.2 µM]
FC(F)Oc1cccc(-c2ccnc(=S)[nH]2)c1	?
COc1ccc(NCc2ccc(OC)c(Cn3ccnc3)c2)c(OC)c1	9.1%
O=C(Nc1ccc2nc(SCC(=O)N3CCOCC3)sc2c1)c1ccccc1Cl	-0.9%
O=C(c1ccccn1)N1CCCC2(C1)Nc1cccnc1NC2=NC1CCCC1 (centres undefined)	?
CCCCN(C(=S)Nc1cccc(Cl)c1)C1CCN(C(C)=O)CC1	22.1%
CN(Cc1cccs1)C(=O)CC1CC2CCC1C2 (centres undefined)	-9.9%
O=C(CS(=O)(=O)c1ccc(F)cc1)N1CCOCC1	-6.2%
CCN1CCN(c2ncc3c(n2)CC(c2ccccc2O)CC3=O)CC1 (centres undefined)	-20.6%
COc1cc(C(=O)N2CCC(Cc3nc(C(C)C)no3)CC2)cc(OC)c1OC	25.5%
FC(F)(F)c1cc(Cl)c2nnc(SCc3cccc(Br)c3)n2c1	-28.2%
COc1ccc(NC(=O)C2CCN(C(=O)c3ncn4c3COC(c3ccccc3)C4)CC2)cc1Cl (centres undefined)	19.2%
CCOC(=O)c1cnc(Nc2ccccc2)c2ccccc12	-3.8%
CCOc1ccc(CCNC(=O)c2ccc(Cn3c(=O)c4cccn4c4cccnc43)cc2)cc1	?
COc1ccc(CNC(=O)CN2CCSc3ccccc32)c(OC)c1	-1.8%
COc1ccc(OC)c(C(C)NC(=O)CSC(C)(C)C)c1 (centres undefined)	10.5%
COc1ccccc1NC(=O)CN(C)S(=O)(=O)c1ccc2c(c1)c(=O)n(C)c(=O)n2C	5.0%
Cc1cc(=O)oc2cc(OC(C)C(=O)NC3CC(C)(C)NC(C)(C)C3)ccc12 (centres undefined)	?
CC(C)N1CCN(Cc2cnc(N3CCOCC3)s2)CC1CCO (centres undefined)	-26.2%
COC1(c2ccccc2)CCN(C(=O)C2CCCN(C(=O)N(C)C)C2)CC1 (centres undefined)	22.7%
O=C(c1cc2c(s1)CCCCC2)N1CCN(c2nccs2)CC1	11.2%

# Following part.
molecule	KDM5B inhibitor
Cc1ccc(OCC(=O)N(Cc2ccc(N(C)C)cc2)CC2CCCO2)cc1C (centres undefined)	-7.0%
CCOc1cc(-c2noc(-c3nnn4c3COC(c3ccc(C)cc3C)C4)n2)ccc1OC (centres undefined)	12.7%
O=C1CCN(Cc2ccc3c(c2)CCO3)CCCC(c2nc(-c3cccnc3)no2)CCN1 (centres undefined)	8.6%
CSCc1ccc(C(=O)NCc2ccco2)cc1	-20.2%
Cc1ccc2[nH]c(C)c(CCN(Cc3ccncc3)C(=S)NC(C)(C)C)c2c1	15.0%
CC(=O)Nc1ccc(CNC2(Cc3cc(CN(C)Cc4ccccc4)on3)COC2)cc1	?
COc1ccc(NC(=O)C2=C(C)Nc3ncnn3C2c2ccccn2)cc1 (centres undefined)	?
O=C(NCCOc1ccccc1)[C@@H]1C[C@H](c2ccc(F)cc2)N([S+](=O)([O-])C2CC2)C1	-3.1%[86.2 µM]
COc1ccc(OC)c(CN2CCCn3nc(C)c(-c4cnccc4C)c32)c1	31.6µM*
O=[N+]([O-])c1ccc(N/N=C/c2ccccc2Br)cc1	4.4%
CCC(=O)N1CCN(c2nc3c(s2)CC(C(=O)Nc2ccc(C(C)C)cc2)CC3)CC1 (centres undefined)	-29.8%
Cc1ccccc1-c1noc(-c2ccccc2C(=O)O)n1	19.2%
S=c1[nH]c2cc3c(cc2[nH]1)OCCO3	-61.9%

# Three entries from above, sorted by formula weight, high to low.
molecule	KDM5B inhibitor
CC(=O)Nc1ccc(CNC2(Cc3cc(CN(C)Cc4ccccc4)on3)COC2)cc1	?
Cc1ccc(OCC(=O)N(Cc2ccc(N(C)C)cc2)CC2CCCO2)cc1C (centres undefined)	-7.0%
S=c1[nH]c2cc3c(cc2[nH]1)OCCO3	-61.9%
